Screening results: PubChem, several laboratories
LYP phosphatase – inhibitors of LYP phosphatase, biochemical, fluorescence intensity, uHTS (AID 1779). hit rate 0.054% among 290,000. one-dose inhibition, % at 11.5 µM; IC50 in µM for titrated hits. recombinant LYP phosphatase, fluorescence intensity; higher % means a stronger effect; in the data active means inhibition above about 50%;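 further: plate controls were vehicle with enzyme for no effect and no enzyme for full effect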
Myeloid diff 2 – myeloid differentiation induction. ER-HoxA9 myeloid progenitors, lysozyme-GFP differentiation, flow cytometry. calls only at 10 µM. hit rate 1% among 360,000;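 active means normalized GFP-positive differentiation at or above the plate's own cutoff, the solvent-only control mean plus 3 SD; inconclusive means no clear call, values can overlap the other calls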;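 further: cells exposed to compound for four days before flow analysis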
Myeloid diff 2 GFP+ MAC1+ % – further read-out of Myeloid diff 2, marked with its call; GFP+ MAC1+ double positive, %; measured here: differentiation confirmed by MAC1 staining
* hit, by the source's call; i = inactive; ? = inconclusive; . = no result given; + = active, no number. Some of the compounds tested; count on the stated rates, not on these rows.

| mol | LYP phosphatase | Myeloid diff 2 | Myeloid diff 2 GFP+ MAC1+ % |
| --- | --- | --- | --- |
| CCOC(=O)C1CCN(S(=O)(=O)c2ccc(OC)c(C(=O)N3CCCCC3)c2)CC1 | -11% | i | 0.3 |
| Cc1ccc(C)c(OCC(=O)Nc2ccccc2C(=O)NC2CC2)c1 | -7% | i | 2.0 |
| COCCCN1C(=O)C(=O)/C(=C(/O)c2ccc(S(=O)(=O)N3CCOCC3)cc2)C1c1ccc(C)cc1 (configuration not stated) | -2% | i | 1.2 |
| CCN1CCN(c2ncnc3sc4c(c23)CCC(C)C4)CC1 (configuration not stated) | -3% | i | 0.6 |
| Cn1c(=O)[nH]c(=O)c2c1nc(N1CCN(CCO)CC1)n2Cc1ccccc1Cl | -10% | i | 0.3 |
| CCOC(=O)CN1C(=O)S/C(=C/c2ccco2)C1=O | -9% | i | 0.6 |
| O=[N+]([O-])c1ccc2c(c1)ncn2CCc1ccccc1 | 2% | i | 0.1 |
| Cc1cc(SCC(=O)Nc2c(C)n(C)n(-c3ccccc3)c2=O)nc2ccccc12 | -6% | i | 0.8 |
| COC(=O)C(C)Sc1nc2c(cnn2-c2ccc(Cl)cc2)c(=O)[nH]1 (configuration not stated) | -5% | i | 0.5 |
| Cc1ccccc1OCC(=O)Nc1sc2c(c1C#N)CC(C)(C)NC2(C)C | -8% | i | 0.3 |
| O=C(Nc1ccccc1NC(=O)c1ccccc1F)c1ccccc1F | -8% | i | 0.4 |
| CCOC(=O)c1sc(N/N=C/c2ccc(N(C)C)cc2)nc1C | -13% | i | 0.6 |
| O=CN1CCN(C(=O)C(=O)c2cn(CC(=O)N3CCCCC3)c3ccccc23)CC1 | 0% | i | 1.1 |
| O=C(CNC(=O)c1ccco1)N/N=C/c1ccc(C(=O)O)cc1 | -4% | ? | . |
| Cc1ccc(C)c(OC(=O)c2cccnc2)c1 | 0% | i | 0.2 |
| COc1ccc(CC(=O)N2CCN(c3ccccc3OC)CC2)cc1 | -10% | i | 0.5 |
| COc1ccc(Cl)cc1NC(=O)Cn1c(=O)oc2ccccc21 | -5% | i | 0.2 |
| CCCc1cc(=O)oc2cc(OCC(=O)NC(Cc3ccc(Cl)cc3)C(=O)O)ccc12 (configuration not stated) | -9% | i | 1.9 |
| O=C1NCCN1CCNS(=O)(=O)c1cc(C(F)(F)F)cc(C(F)(F)F)c1 | -8% | i | 0.3 |
| CCC(=O)N1CCN=C1SCc1cccc(F)c1 | -10% | i | 2.7 |
| O=C(NCCc1ccccc1)c1nnc(CS(=O)(=O)c2ccccc2)o1 | -12% | i | 0.8 |
| COc1ccc(CN(C)C(=O)c2ccccc2Sc2ccccc2C#N)c(OC)c1 | -1% | i | 0.6 |
| CCC(=O)NC(Cc1ccccc1)c1nc2ccccc2[nH]1 (configuration not stated) | -10% | i | 0.3 |
| COc1ccc(/C=N/n2cnc3c(sc(=S)n3-c3ccccc3)c2=O)cc1 | 0% | i | 0.6 |
| CCOc1ccccc1N1CCN(C(=O)c2ccc3c(c2)OCO3)CC1 | -8% | i | 0.6 |

The final 4 entries of the section above open the next one.
| mol | LYP phosphatase | Myeloid diff 2 | Myeloid diff 2 GFP+ MAC1+ % |
| --- | --- | --- | --- |
| COc1ccc(CN(C)C(=O)c2ccccc2Sc2ccccc2C#N)c(OC)c1 | -1% | i | 0.6 |
| CCC(=O)NC(Cc1ccccc1)c1nc2ccccc2[nH]1 (configuration not stated) | -10% | i | 0.3 |
| COc1ccc(/C=N/n2cnc3c(sc(=S)n3-c3ccccc3)c2=O)cc1 | 0% | i | 0.6 |
| CCOc1ccccc1N1CCN(C(=O)c2ccc3c(c2)OCO3)CC1 | -8% | i | 0.6 |
| COc1ccc(C(C(=O)NC2CCCC2)N(CCO)C(=O)Cn2nnc(-c3ccc(C)o3)n2)cc1OC (configuration not stated) | -3% | i | 8.1 |
| O=C(O)c1cccc(N=C2NC(=O)C(CO)(CO)S2)c1 | -9% | i | 0.5 |
| Cc1cc(SCc2ccc(Br)cc2)nc(=O)[nH]1 | -12% | i | 1.3 |
| N#CCNC(=O)C1c2ccccc2Oc2ccccc21 | -3% | i | 0.9 |
| CC(=O)Nc1ccccc1NC(=O)C/C(C)=N/NC(=O)c1cccnc1 | -12% | i | 0.8 |
| CCC1CCCCN1S(=O)(=O)c1ccc2[nH]c(=O)ccc2c1 (configuration not stated) | -8% | i | 4.5 |
| COc1cc(/C=C/c2cc[n+](C)cc2)ccc1OCC(=O)Nc1ccc(Cl)c(Cl)c1 | -12% | i | 1.8 |
| Cc1nn(C)c(C)c1S(=O)(=O)N(CC(=O)NCCCN1CC(C)CC(C)C1)c1ccc(C(C)C)cc1 (configuration not stated) | -9% | ? | . |
| C#C[C@]1(O)CCC2C3CCC4=CC(=O)CC[C@@H]4C3CC[C@@]21C (some centres not stated) | -7% | i | 1.7 |
| O=C(CCN1C(=O)S/C(=C\c2ccccc2)C1=O)NCCCn1ccnc1 | -5% | i | 2.3 |
| Cn1cc(/C=C(\NC(=O)c2ccccc2Cl)C(=O)NCCCN2CCOCC2)c2ccccc21 | -9% | i | 1.4 |
| Cc1ccc(C(=O)N[C@H](C(=O)Nc2sccc2C(N)=O)C(C)C)cc1 | -5% | + | 0.5* |
| Cc1c(C(=O)N(C)c2ccccc2)oc2c1C(O)CC(C)(C)C2 (configuration not stated) | -12% | i | 1.4 |
| COc1cc(CCC(=O)Nc2c(C(=O)N3CCN(c4ccccc4OC)CC3)oc3ccccc23)on1 | 7% | i | 2.4 |
| O=C(NNC(=O)c1ccccc1O)c1cccc(Br)c1 | -8% | i | 0.7 |
| Cc1c(CCC(=O)NC2CC2)c(=O)oc2cc(O)ccc12 | -30% | i | 1.5 |
| COC(=O)CCCC(=O)N1CCCC(N(C)CCc2ccccc2)C1 (configuration not stated) | -8% | i | 0.7 |
| CC(C(=O)NC1C=CS(=O)(=O)C1)N1C(=O)/C(=C/c2ccc(Cl)cc2)SC1=S (configuration not stated) | 5% | i | 4.7 |
| CC1CCN(C(=O)c2ccc(S(=O)(=O)N3CCOCC3)cc2)CC1 | -10% | i | 1.6 |
| COc1cccc(NC(=O)CCNS(=O)(=O)c2ccc3c(c2)CC(C)N3C(=O)C2CC2)c1 (configuration not stated) | -8% | i | 3.3 |
| O=C(N/C(=C/c1ccccc1Cl)C(=O)N1CCCCC1)c1ccco1 | -8% | i | 0.8 |
| CC(=O)c1cccc(NC(=O)C2CCN(C(=O)c3cccs3)CC2)c1 | -9% | i | 0.4 |
| Cc1cc(Cl)ccc1NC(=O)c1ccc2c(c1)CCN2S(C)(=O)=O | -7% | i | 0.4 |
| O=C(c1cc(-c2ccc(F)cc2)no1)N1CCN(Cc2ccc3c(c2)OCO3)CC1 | -11% | i | 2.1 |
| COc1ccc(NC(=O)c2ccco2)cn1 | -2% | i | 2.0 |

(listing goes on)
canonical_smiles | LYP phosphatase | Myeloid diff 2 | Myeloid diff 2 GFP+ MAC1+ %
O=S(=O)(c1ccc2nc(N3CCN(c4ccccc4F)CC3)ccc2c1)N1CCCCC1 | -8% | i | 0.8
Cc1cccc(CNC(=O)C(C)n2nc(C)c3c(C)n(-c4ccccc4)nc3c2=O)c1 (configuration not stated) | -13% | i | 0.7
COc1ccccc1CC(=O)N1CCN(c2ccccc2F)CC1 | -9% | i | 0.5
CCOc1ccc(/C(O)=C2/C(=O)C(=O)N(CCCN3CCOCC3)C2c2ccc(C)cc2)cc1C (configuration not stated) | -4% | i | 1.2
Cc1cc(Nc2ccc(Cl)cc2)nc(-c2ccccc2O)n1 | -2% | i | 1.0
COc1cccc(OCc2cc(C(=O)N(C)Cc3nc(C)cs3)no2)c1 | -6% | i | 0.5
Cc1cccn2c(=O)c3cc(C(=O)NC4CCCCCC4)sc3nc12 | -12% | i | 2.0
COc1cc([N+](=O)[O-])ccc1N1C(=O)CC(Sc2nccc(C)n2)C1=O (configuration not stated) | -8% | i | 0.6
CC(CCc1ccccc1)NC(=O)COC(=O)c1ccccc1Br (configuration not stated) | -5% | i | 1.1
CC(NC(=O)C(=O)NCCc1c[nH]c2ccccc12)c1ccccc1 (configuration not stated) | -8% | i | 0.9
Cc1ccc(CNS(=O)(=O)c2cn(C)c(=O)n(C)c2=O)cc1 | -7% | i | 0.4
FC(F)(F)c1ccc(N/N=C/c2cccnc2)nc1 | -8% | i | 2.8
COc1cccc(CNC(=O)C2CCN(S(=O)(=O)c3ccc4c(c3)CC(C)N4C(C)=O)CC2)c1 (configuration not stated) | 3% | i | 1.7
CN1CCSc2ccc(C(=O)NCc3cccc(F)c3)cc21 | -14% | i | 4.1
COc1ccc(S(=O)(=O)N2CCC(C(=O)NC3CC3)CC2)cc1 | -5% | i | 1.1

Profiles as entered above:
COc1cc([N+](=O)[O-])ccc1N1C(=O)CC(Sc2nccc(C)n2)C1=O (configuration not stated) is entered as LYP phosphatase = -8%; Myeloid diff 2 = i; Myeloid diff 2 GFP+ MAC1+ % = 0.6
CC(NC(=O)C(=O)NCCc1c[nH]c2ccccc12)c1ccccc1 (configuration not stated) is entered as LYP phosphatase = -8%; Myeloid diff 2 = i; Myeloid diff 2 GFP+ MAC1+ % = 0.9

(more compounds)
canonical_smiles | LYP phosphatase | Myeloid diff 2 | Myeloid diff 2 GFP+ MAC1+ %
CN(Cc1ccco1)C(=O)c1ccc(OC2CCN(Cc3ccccn3)CC2)cc1 | -10% | i | 1.1
C/C=C/c1ccc(OCCOCCNCc2ccccc2)c(OC)c1 | -11% | i | 0.3
COc1cccc(Nc2nc(-c3ccccc3)nc3ccccc23)c1 | -3% | i | 0.4
CCOCCCn1c(SCc2ccccc2)nnc1-c1ccncc1 | -9% | i | 0.6
Cc1cccc(CN2CCN(CC(C)C)C(CCO)C2)n1 (configuration not stated) | -8% | i | 0.4
O=C(NCCCCCCNC(=O)c1ccncc1)c1ccncc1 | -6% | i | 0.7
Cc1ccc(NC(=O)C2CCCN(S(=O)(=O)c3c(C)noc3C)C2)c(Br)c1 (configuration not stated) | -9% | i | 0.0
CCc1ccccc1NC(=O)C1CCN(c2cnccn2)CC1 | -7% | i | 0.6
CCN(CC)CCNC(=O)c1ccc(NC(=O)CC(NC(=O)c2ccccc2Cl)c2ccccc2)cc1 (configuration not stated) | -3% | i | 6.2
CN1CCN(CC(=O)c2cc(C(C)(C)C)c(O)c(C(C)(C)C)c2)CC1 | -2% | i | 0.3
CC(C)(C)c1ccc(C(=O)C2CCCN(C(=O)c3ccccn3)C2)cc1 (configuration not stated) | 4% | i | 3.1
Cc1cc(C)cc(NC(=S)N2CCN(c3ccccn3)CC2)c1 | -10% | i | 0.2
COCc1ccc(C(=O)NC2CCSc3ccccc32)cc1 (configuration not stated) | -7% | i | 1.3
O=C(CSc1n[nH]c(-c2ccccn2)n1)Nc1ccc(F)cc1 | -6% | i | 2.0
Cn1c(SCC(=O)Nc2ccc(Br)cn2)nnc1C1CC1 | -9% | i | 0.0
CCC1Sc2ccc(S(=O)(=O)CCC(=O)Nc3ccc(C(=O)OC)cc3)cc2NC1=O (configuration not stated) | -6% | i | 5.1
COc1cc2c(cc1OC)C(C(=O)Nc1ccc(F)c(Cl)c1)CC(=O)N2 (configuration not stated) | -7% | i | 0.2
O=C(Nc1ccc(-c2ccccc2)cc1)c1ccccc1 | -5% | i | 0.3
Cc1c(C)c2ccc(OCC(=O)Nc3ccc(CN4CCOCC4)cc3)cc2oc1=O | -15% | i | 2.1
CC(C)c1ccc(NC(=O)c2cc([N+](=O)[O-])ccc2N2CCOCC2)cc1 | -4% | i | 0.4
C=CCN1C(=O)c2ccc(C(=O)N(C)CC(=O)Nc3cccc(F)c3)cc2C1=O | -7% | i | 1.8
O=S(=O)(Nc1nc2ccc(Cl)cc2s1)c1cccs1 | 0% | i | 1.5
CCOc1ccccc1N(CC(=O)N1CCC(C)CC1)S(=O)(=O)c1ccc(C)cc1 | -17% | i | 1.1
O=C(NCc1ccccc1)c1ccc(CS(=O)Cc2ccc(Cl)cc2)o1 (configuration not stated) | -5% | i | 3.8
CCOc1ccc([N+](=O)[O-])cc1CNC1CCCCCCC1 | -3% | i | 0.4
Cc1cc(C)c(-n2c(SCC(=O)N3CCOCC3)n[nH]c2=O)c(C)c1 | -4% | i | 0.8
C=CCn1c(SCC(=O)N2CCN(CCO)CC2)nc2sc3c(c2c1=O)CCC3 | -4% | i | 0.6
Cc1cc(C)n(S(=O)(=O)c2ccccc2[N+](=O)[O-])n1 | -1% | i | 0.5
COc1ccc2cc3cc(C(=O)N4CCCCC4C)oc3nc2c1 (configuration not stated) | -7% | + | 5.6*
CC(CN1CCC(n2nccc2NC(=O)c2ccccc2Cl)CC1)c1ccccc1 (configuration not stated) | -4% | i | 0.8
COc1ccc(CNC(=O)c2ccc(CS(=O)(=O)c3ccc(Br)cc3)o2)cc1 | -7% | i | 2.1
CC(C)C(=O)Nc1nnc(S(=O)(=O)N2c3ccccc3CC2C)s1 (configuration not stated) | -3% | i | 2.1
COc1ccc(NC(=S)NC(=O)Cc2ccccc2)c(OC)c1 | -10% | i | 0.5
COc1ccc(NC2CCCN(C(=O)CCCn3cncn3)C2)cc1OC (configuration not stated) | -7% | i | 0.6
COc1cc2c(C(=O)Nc3ccccc3F)cn(C)c(=O)c2cc1OC | -10% | i | 0.0
CCOC(=O)Cc1csc(NC(=O)c2ccc3ncsc3c2)n1 | -2% | i | 1.5
Cc1c(CCO)c(=O)n2c([nH]c3ccccc32)c1C#N | -4% | i | 0.8
CCOc1ccccc1-c1cc(C(=O)Nc2ccc(C(=O)O)cc2)c2ccccc2n1 | -1% | i | 0.6
COc1ccc(S(=O)(=O)Nc2ccc(C)cn2)cc1 | -15% | i | 0.9
CCN(CC)C(=O)c1ccccc1NS(=O)(=O)c1ccc(OC)c(C(=O)N2CCOCC2)c1 | -8% | i | 0.5
Cc1ccccc1NC(=O)Nc1ccc2c(c1)OCO2 | -11% | i | 0.9
